PTPN22 inh 2 = LYP (human) phosphatase inhibition; inhibition, % at 2 µM; 96,000 tested, 0.21% active; recombinant LYP catalytic domain, DiFMUP fluorescence; AID 640; Q9Y2R2;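 active means inhibition at 2 µM at or above a set limit, the screen mean plus 3 SD, cut at about 24% in these data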;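 further: 0% = DMSO with enzyme and 100% = enzyme fully blocked by orthovanadate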
S1P2 ag = activates the human S1P2 receptor | S1P2-expressing cell line, agonist reporter read-out | 97,000 tested, 0.46% active | activation, % at 4.5 µM | AID 729; in the data active means activation above about 16%;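 further: 0% = vehicle low control and 100% = maximal reference agonist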
PTPN22 act = increases human PTPN22 phosphatase activity; Q9Y2R2; recombinant LYP, DiFMUP fluorescence; 0 = plate median, 100 = signal doubled; activation, % at 2 µM; 96,000 tested, 0.11% active; AID 697;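 active means activation at 2 µM above a set limit, the mean plus 5 SD, cut at about 37% in these data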
FAK blocker = blocks human focal adhesion kinase activity | 97,000 tested, 0.84% active | Q05397 | biochemical FAK kinase activity assay | inhibition, %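 (tested at 7 µM)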; in the data active means inhibition above about 19%;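 further: 0% = DMSO and 100% = reference compound high control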
PostGolgi ctrl = inhibits growth of the yeast control strain; efflux-deficient yeast background strain, growth absorbance A615, 16 h; inhibition, % at 10 µM; 98,000 tested, 5% active
S1P2 antag = S1P2 (human) receptor antagonism; cell-based S1P2 antagonist assay, inhibition at 5 uM; O95136; inhibition, % at 5 µM; 97,000 tested, 0.21% active; AID 736; in the data active means inhibition above about 45%;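 further: CRE beta-lactamase reporter cells expressing human S1P2 stimulated with S1P; 0% = agonist at EC80 alone and 100% = agonist plus reference antagonist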
PostGolgi yeast = growth inhibition of a yeast mutant, post-Golgi transport screen; post-Golgi transport phenotypic cell assay; inhibition, % at 10 µM; 98,000 tested, 0.9% active;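 further: yeast cells grown in 1536-well plates; yeast grown about 18 h at 30C before absorbance read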
EphB4 ephrin blk = blocks human EphB4 binding to ephrin-B2; P54760; EphB4 LBD / TNYL-RAW-Alexa532 peptide, fluorescence polarization; inhibition, % at 7 µM; 97,000 tested, 0.15% active; AID 720;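 active means inhibition above the screen-wide mean inhibition plus 3 SD, cut at about 15% in these data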;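 further: 0% = DMSO wells and 100% = excess unlabeled TNYL-RAW peptide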
Target sequence (P54760 whole entry, looked up, the tested form may be a part): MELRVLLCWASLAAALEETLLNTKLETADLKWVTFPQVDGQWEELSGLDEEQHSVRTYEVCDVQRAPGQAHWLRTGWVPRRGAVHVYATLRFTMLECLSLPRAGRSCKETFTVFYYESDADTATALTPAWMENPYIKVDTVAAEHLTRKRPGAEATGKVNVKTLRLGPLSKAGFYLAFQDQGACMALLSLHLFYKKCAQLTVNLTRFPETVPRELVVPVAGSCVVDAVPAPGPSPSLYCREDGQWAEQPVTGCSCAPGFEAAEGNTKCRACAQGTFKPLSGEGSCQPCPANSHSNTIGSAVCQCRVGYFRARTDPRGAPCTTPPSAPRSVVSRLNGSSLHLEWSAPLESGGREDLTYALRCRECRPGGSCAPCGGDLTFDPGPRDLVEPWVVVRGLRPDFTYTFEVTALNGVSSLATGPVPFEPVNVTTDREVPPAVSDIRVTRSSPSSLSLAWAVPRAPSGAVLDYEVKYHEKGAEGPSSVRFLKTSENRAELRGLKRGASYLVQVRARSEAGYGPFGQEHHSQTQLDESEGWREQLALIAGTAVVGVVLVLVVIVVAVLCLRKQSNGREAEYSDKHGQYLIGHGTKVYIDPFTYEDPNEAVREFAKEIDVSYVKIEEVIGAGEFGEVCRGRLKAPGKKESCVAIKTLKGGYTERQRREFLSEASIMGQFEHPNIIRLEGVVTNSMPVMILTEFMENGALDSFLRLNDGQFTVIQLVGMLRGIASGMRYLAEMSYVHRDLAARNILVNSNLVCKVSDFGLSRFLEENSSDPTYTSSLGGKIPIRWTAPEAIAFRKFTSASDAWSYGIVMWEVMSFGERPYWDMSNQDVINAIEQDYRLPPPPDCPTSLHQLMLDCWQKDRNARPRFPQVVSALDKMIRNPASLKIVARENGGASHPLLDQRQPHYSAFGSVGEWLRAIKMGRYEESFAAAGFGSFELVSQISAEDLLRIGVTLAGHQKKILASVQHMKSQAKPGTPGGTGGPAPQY
Rev-RRE block = disrupts HIV-1 Rev binding to RRE RNA; P05866; 97,000 tested, 0.79% active; AID 704; inhibition, % at 8 µM; Rev peptide-RRE RNA binding, FRET;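 active means inhibition above the screen-wide mean plus 3 SD, cut at about 35% in these data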;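 further: 0% = median DMSO wells and 100% = median Neomycin B control wells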
Target sequence (P05866 whole entry, looked up): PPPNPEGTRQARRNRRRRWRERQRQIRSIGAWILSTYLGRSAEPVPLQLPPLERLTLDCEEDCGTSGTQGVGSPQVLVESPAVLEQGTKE
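Material: labelled RRE RNA duplex and labelled Rev peptide / Buffer or medium: HEPES pH 7.5 salt buffer with EDTA / Compound dosing: single point, 8 µM final nominal compound concentration / Benchmarks: DMSO low control, neomycin B high control / Timing: 5 min preincubation and 15 min binding, 25 °C / Technique: FRET fluorescence readout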
Numbers without * were called inactive; x = no result given. Unless noted, no stated cut-off is given here; in the data, active means inhibition above about 30%; inactive means the rest.

Order of results – EphB4 ephrin blk, PostGolgi ctrl, PTPN22 act, Rev-RRE block, S1P2 antag, FAK blocker, PostGolgi yeast, PTPN22 inh 2, S1P2 ag
Cc1ccccc1CS(=O)(=O)Cc1ccc(C(=O)NCCCN2CCOCC2)o1
    2.4, 11.0, 7.7, 3.1, 10.7, 3.1, 14.6, -3.3, -2.3
CCOc1ccc(C(=O)Nc2ccc3c(c2)OCCO3)cc1OC
    2.0, 1.5, -0.6, 9.2, -5.1, -1.2, 4.1, -0.1, -0.4
CCCCCc1c(C)nc(Nc2ccc(F)cc2)[nH]c1=O
    -1.5, 18.0, -16.4, 20.2, 4.7, -1.1, 1.9, 16.9, -3.4
CN1c2ccccc2C(C)(C)C12C=Cc1cc(O)ccc1O2 (stereo not drawn)
    -5.7, 17.2, -7.8, 14.0, 26.1, -0.3, -3.5, 6.1, -3.7
CC(=O)c1cccc(NC(=O)CN2C(=O)COc3ccc(Cl)cc32)c1
    0.9, 1.6, 4.6, 4.9, 13.3, 4.5, 2.5, -6.5, -4.3
FC(F)(F)c1cc(-c2ccco2)nc(NCc2ccco2)n1
    -2.5, 4.1, 9.6, 14.8, -1.8, 0.1, -0.1, -6.6, -4.5
CC(C(=O)O)C1SC(=O)NC1=O (stereo not drawn)
    0.9, 12.7, 5.2, 4.6, 9.4, -3.7, 1.3, -6.7, -8.1
O=C(c1ccccc1)c1cc[n+]([O-])cc1
    3.3, x, 0.1, 8.3, 11.9, 0.1, x, -0.5, -6.6
CC1(C)Cc2ccccc2-c2nnc(SCC(=O)N3CCc4ccccc43)n21
    0.7, -1.2, -2.8, -6.9, -2.3, -28.8, -0.8, 0.1, -5.3
COc1ccc(-c2nn(CC(=O)N3CCCCC3)c(=O)c3ccccc23)cc1
    -9.4, -1.4, 8.5, -6.5, -30.3, -4.6, -3.2, -6.6, -4.0

The list continues.
Order of results – EphB4 ephrin blk, PostGolgi ctrl, PTPN22 act, Rev-RRE block, S1P2 antag, FAK blocker, PostGolgi yeast, PTPN22 inh 2, S1P2 ag
FC(F)(F)c1ccc(N2CCN(c3ncnc4c3nnn4Cc3ccccc3Cl)CC2)cc1
    -5.9, x, -4.7, 13.0, -6.0, 1.9, x, 4.3, -1.9
c1cnc(N2CCN(c3nc4ccccc4n4cnnc34)CC2)nc1
    -9.3, 6.9, -10.8, 1.0, -27.3, 0.9, -6.4, 8.4, 15.9
Cc1c(Cl)c(C(F)(F)F)nn1CC(=O)N1CCSCC1
    -5.8, -8.0, 29.6, 2.8, 2.2, -5.2, 3.1, -35.2, 1.3
CCC(C)NC(=S)NNC(=O)c1ccc(C(C)(C)C)cc1 (stereo not drawn)
    -3.6, x, x, -3.5, 2.5, -11.3, x, x, -3.4
CC1(C)CC(=O)C(C=NCc2ccc3c(c2)OCO3)=C(O)C1
    3.9, -2.9, -8.7, 4.1, -0.2, 2.7, -1.0, 6.0, -8.9
O=C1c2ccccc2S(=O)(=O)N1Cc1cc(=O)n2ccsc2n1
    -0.6, 9.2, -2.5, -1.4, 12.6, -1.4, -1.2, 0.3, -5.2
CCCC(=O)Nc1ccc(NC(=O)c2ccccn2)cn1
    1.2, 25.8, -0.2, 6.7, 18.9, 9.9, 9.9, 0.7, -2.3
CCOC(=O)c1cnc(SCC(C)C)nc1N
    3.1, -3.5, -0.9, 1.5, 2.2, 9.5, -4.1, 2.9, -4.9
O=C1C2C3C=CC(C3)C2C(=O)N1CCC(=O)N1CCc2ccccc21 (stereo not drawn)
    -3.2, x, -7.9, 8.2, 17.0, -0.3, x, 5.5, -9.6
CCCCC1C(C#N)=C(C)NC2=C1C(=O)CC(C)(C)C2 (stereo not drawn)
    3.0, 8.0, 5.8, 9.2, -0.9, 3.0, -1.0, -4.7, -3.2

Further records
Order of results – EphB4 ephrin blk, PostGolgi ctrl, PTPN22 act, Rev-RRE block, S1P2 antag, FAK blocker, PostGolgi yeast, PTPN22 inh 2, S1P2 ag
Cc1ccc(OCCn2c(Br)nc3c2c(=O)n(C)c(=O)n3C)cc1
    4.7, x, -5.1, 3.5, -11.2, 0.4, x, 5.7, -4.2
CCOC(=O)Cc1csc(NC(=O)c2ccc(S(=O)(=O)N3CCCCC3)cc2)n1
    -8.9, 6.1, -9.5, 4.0, -1.0, -10.1, 2.1, 8.1, -6.4
COC(=O)C(C(=O)OC)N1C(=O)CCC1=O
    0.3, 10.8, -6.2, 8.7, 1.4, -2.6, 6.6, 2.0, -2.8
O=C(C1CCCO1)N1CCN(Cc2nc3ccccc3c(=O)[nH]2)CC1 (stereo not drawn)
    1.9, -3.4, 4.3, 1.9, -10.8, 1.1, 3.3, -4.8, -5.0
O=C(Nc1ccccc1C(=O)O)c1ccc(Br)o1
    0.6, 1.8, 6.3, 7.4, -14.6, 3.7, -1.4, -9.1, -5.3
CCOc1cc(CNc2ccc3c(c2)OCCO3)cc(Br)c1OC
    -0.8, 2.1, 11.2, -6.1, -17.5, 2.9, -6.7, -8.1, 2.4
CN(NC(=O)C(C)(C)C)c1nc(-c2ccccc2)nnc1C(F)(F)F
    -1.8, 10.2, 7.7, 2.7, -10.9, 1.4, -0.9, -6.7, -5.9
COc1ccc(C2CC(c3ccccc3)n3nnnc3N2)cc1 (stereo not drawn)
    -4.7, -1.0, 3.4, -2.9, -6.6, -0.8, -2.9, -7.5, -5.9
Cc1ccc(NC(=O)CSCC(=O)O)c(C)c1
    4.5, 10.0, -4.2, 8.9, -4.3, -9.7, 1.3, 3.2, -9.0
Cc1ccc(C(=O)N/N=C/c2ccc(S(=O)(=O)O)o2)c(Cl)c1
    -3.2, 0.3, -17.6, 0.2, 0.4, 4.5, 0.3, 19.0, -9.4

Next structures
Order of results – EphB4 ephrin blk, PostGolgi ctrl, PTPN22 act, Rev-RRE block, S1P2 antag, FAK blocker, PostGolgi yeast, PTPN22 inh 2, S1P2 ag
CC(C)c1cc(C(=O)Nc2cccc(Cl)c2)no1
    0.8, -11.1, -9.1, 10.3, 7.9, 5.6, -4.5, 8.6, -4.9
CN1CCN(CCCNC(=O)c2nnc(Cc3c(F)cccc3Cl)o2)CC1
    1.8, -4.3, -1.7, 2.3, -5.2, 0.5, 1.0, 0.1, -3.7
CN(C)c1ccc(NC(=O)Cn2c(=O)n(Cc3ccccc3)c(=O)c3ccccc32)cc1
    1.5, -5.0, 5.2, 2.6, 10.4, 11.1, 11.5, -8.0, -0.4
O=S(=O)(Cc1ccc(Cl)cc1)NCC1CCCO1 (stereo not drawn)
    14.1, 9.8, 3.6, 0.9, -22.4, -1.7, 13.6, 0.2, 62.6*
CCOC(=O)CN1C(=O)C(O)=C(C(C)=O)C1c1ccc(F)cc1 (stereo not drawn)
    4.2, 7.2, -3.2, 7.0, 13.9, 1.3, 6.5, 1.8, -3.4
O=C1/C(=C\c2ccc(Br)o2)SC(=Nc2ccccc2)N1c1ccccc1
    -1.0, 18.1, -11.2, 11.4, 6.2, 11.2, -4.9, 13.8, -4.5
C=C(C)Cn1c(Sc2nnc(C)s2)nc2c1c(=O)[nH]c(=O)n2C
    1.9, 7.3, -12.0, 11.2, 3.3, 0.6, 4.9, 11.0, -4.0
COc1ccc(-c2cc(C(F)(F)F)nc(SCC(=O)Nc3cc(C)on3)n2)cc1OC
    3.1, 25.5, -7.5, 3.2, -34.5, -3.4, 2.4, 6.9, -6.3
CC(=O)OCC(=O)Nc1ccc(C(C)=O)cc1
    3.4, 18.5, -1.0, 0.0, 5.3, -3.1, 2.7, 3.9, -10.0
O=C(NCCC1=CCCCC1)NC1CCCCC1
    8.2, 6.7, 2.2, 0.8, 15.1, -1.0, -4.8, -4.4, -5.7

Gathered by group, the compounds so far with a tert-butyl group.
Order of results – EphB4 ephrin blk, PostGolgi ctrl, PTPN22 act, Rev-RRE block, S1P2 antag, FAK blocker, PostGolgi yeast, PTPN22 inh 2, S1P2 ag
CCC(C)NC(=S)NNC(=O)c1ccc(C(C)(C)C)cc1 (stereo not drawn)
    -3.6, x, x, -3.5, 2.5, -11.3, x, x, -3.4
CN(NC(=O)C(C)(C)C)c1nc(-c2ccccc2)nnc1C(F)(F)F
    -1.8, 10.2, 7.7, 2.7, -10.9, 1.4, -0.9, -6.7, -5.9

(continued)
Order of results – EphB4 ephrin blk, PostGolgi ctrl, PTPN22 act, Rev-RRE block, S1P2 antag, FAK blocker, PostGolgi yeast, PTPN22 inh 2, S1P2 ag
Cc1ccc(S(=O)(=O)NCc2ccncc2)cc1
    0.5, -5.1, -1.6, -0.3, 37.5, -1.4, 3.6, -0.9, -0.4
Cc1cccc(N2CCN(Cc3oc(CO)cc(=O)c3O)CC2)c1C
    4.0, -2.6, -8.6, -2.8, -8.6, -0.8, 9.0, 10.2, -4.6
Cc1ccc(NC(=O)c2cc(N3C(=O)C4CC=CCC4C3=O)ccc2N2CCCCC2)cc1 (stereo not drawn)
    2.4, 16.3, 2.6, 5.2, 14.6, -1.8, 4.6, -0.1, -4.3
Cc1nc(-c2ccc(NS(C)(=O)=O)cc2)cs1
    -1.4, -4.1, 8.1, 4.9, -0.8, -2.6, 8.8, -13.7, -5.1
CC1(C)CC(=O)c2c(noc2-c2ccccc2)C1
    10.4, 3.4, 7.1, -3.0, -0.8, -3.9, 10.4, -7.8, -2.3
CCOc1ccccc1N(C(=O)CNC(=O)c1ccco1)C(C(=O)NC(C)(C)C)c1ccncc1 (stereo not drawn)
    3.1, -6.8, -1.2, 4.9, 11.3, -2.5, -2.4, -0.7, -1.3
CCOc1ccccc1Nc1nnc(SCC(=O)N2CCCC2)s1
    -4.3, 3.5, -8.8, 6.2, 17.1, -6.2, 10.4, 7.2, -4.7
CN1CCN(C2CCCCCC2)CC1
    7.2, 14.4, 6.5, 10.6, 19.5, -0.1, 7.3, -3.5, -7.9
COc1cc(OC)c(OC)cc1CN1CCN(S(=O)(=O)c2ccc(F)cc2)CC1
    0.3, 8.0, 17.3, 2.9, -17.1, -1.2, 7.4, -20.6, -5.6
Cc1sc2ncnc(OCC(=O)N3CCN(S(=O)(=O)c4ccccc4)CC3)c2c1C
    -6.2, 0.6, 5.4, 1.5, -1.2, -2.6, 1.6, -1.9, -6.2

Next part:
Order of results – EphB4 ephrin blk, PostGolgi ctrl, PTPN22 act, Rev-RRE block, S1P2 antag, FAK blocker, PostGolgi yeast, PTPN22 inh 2, S1P2 ag
CC1CCc2ccccc2N1C(=O)c1cccs1 (stereo not drawn)
    -8.9, 10.5, -0.3, -5.5, -13.7, 1.1, 4.1, -4.0, -0.9
CCC(C)NC(=O)CN(C)S(=O)(=O)c1ccc2c(c1)c(=O)n(C)c(=O)n2C (stereo not drawn)
    1.4, 3.1, -3.4, 3.5, 7.0, 2.1, -9.3, 2.6, -10.0
O=C(CSc1nc(-c2ccco2)cc(C(F)(F)F)n1)NC1CCCC1
    -2.0, 15.1, x, 0.1, 4.2, 1.8, 1.7, x, -5.3
CCC(=O)Nc1cccc(C(=O)c2ccccc2)c1
    2.0, -4.0, -1.0, 7.1, 5.4, -0.1, 2.9, -0.2, -0.5
O=C(COc1ccccc1)Nc1ccc2c(c1)nc1n2CCSC1
    -3.4, 5.9, -0.7, -1.1, 13.4, 0.3, -6.5, -1.7, -5.8
O=c1c2cnn(-c3ccc(F)cc3)c2ncn1Cc1ccccn1
    -3.4, 5.7, 3.0, 2.5, -2.5, -3.2, 3.6, -6.3, -12.6
CSc1nc2sc3c(c2c(=O)n1C1CCCCC1)CCN(C)C3
    3.4, 9.2, 3.8, -7.4, 0.0, -1.2, 8.4, -9.8, -1.1

Screening results from PubChem BioAssay.
